Screens as filed in PubChem.
L3MBTL1 inh: qHTS Assay for the Inhibitors of L3MBTL1; Lethal(3)malignant brain tumor-like protein 1 (Homo sapiens), Q9Y468; AlphaScreen L3MBTL1–H3K9me1 peptide binding; Potency, µM (top dose mostly 57.1 µM), for inactives: at the top dose activity, negative = inhibition, hits mostly inhibitors; 230,000 tested, 0.66% active; AID 485360, 2010; active = well fitted inhibition curve with a large enough effect; also: nearly all actives have a fitted effect of over 60% in size
Target sequence (Q9Y468 whole entry, looked up): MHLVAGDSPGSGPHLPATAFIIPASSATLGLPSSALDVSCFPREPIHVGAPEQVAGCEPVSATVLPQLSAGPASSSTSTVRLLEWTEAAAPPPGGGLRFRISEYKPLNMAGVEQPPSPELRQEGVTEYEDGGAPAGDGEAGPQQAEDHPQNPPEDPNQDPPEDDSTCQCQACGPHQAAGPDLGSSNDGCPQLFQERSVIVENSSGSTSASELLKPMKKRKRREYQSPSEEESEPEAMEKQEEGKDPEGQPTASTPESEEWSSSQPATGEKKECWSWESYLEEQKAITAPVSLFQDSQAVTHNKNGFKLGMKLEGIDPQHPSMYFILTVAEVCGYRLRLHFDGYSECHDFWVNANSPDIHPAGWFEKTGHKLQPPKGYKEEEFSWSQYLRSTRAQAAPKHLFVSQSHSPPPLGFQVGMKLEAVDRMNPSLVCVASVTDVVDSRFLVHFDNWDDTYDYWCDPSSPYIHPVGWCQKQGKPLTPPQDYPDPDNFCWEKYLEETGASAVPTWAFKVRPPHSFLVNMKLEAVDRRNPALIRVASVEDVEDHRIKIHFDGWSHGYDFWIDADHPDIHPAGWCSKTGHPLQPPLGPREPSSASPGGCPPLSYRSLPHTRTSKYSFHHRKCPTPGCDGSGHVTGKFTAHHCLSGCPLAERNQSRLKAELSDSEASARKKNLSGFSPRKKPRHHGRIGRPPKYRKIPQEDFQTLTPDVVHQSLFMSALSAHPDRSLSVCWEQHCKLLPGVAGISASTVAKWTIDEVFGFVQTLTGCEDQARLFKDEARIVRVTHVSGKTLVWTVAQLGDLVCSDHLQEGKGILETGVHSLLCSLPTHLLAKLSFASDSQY
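Read-out is AlphaScreen signal from streptavidin donor and nickel chelate acceptor beads (10 ug/mL final each) bridging L3MBTL1 (50 nM) and biotinylated K9-monomethylated H3(1-15) peptide (75 nM), after 30 min compound exposure at room temperature.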
The depositor's hits bear a star; [ ] = dose if it differs, or a comment. % is scaled to controls: 0 for no effect and ±100 for the full control effect; potency is read from the fitted curve at half-maximal effect.

Compound | L3MBTL1 inh
CC(C)(C)OC(=O)C[C@@H]1C/C=C\C[C@H](CC(=O)N(CCO)Cc2ccccc2)C(=O)N2CCC[C@@H]2COC1=O | 0.9%
O=C(COc1ccc(Cl)cc1Br)Nc1ccncc1 | -3.1%
O=C1C2C3C=CC(CC3)C2C(=O)N1c1cccc(C(F)(F)F)c1 (configuration not stated) | -5.2%
Cc1c(OCC(=O)NC(Cc2ccc(Cl)cc2)C(=O)O)ccc2c3c(c(=O)oc12)CCC3 (configuration not stated) | -1.7%
O=C(Nc1nc2ccccc2n1CCN1CCOCC1)c1ccccc1 | -5.2%
CC1CCCN(S(=O)(=O)c2cccc([N+](=O)[O-])c2)C1 (configuration not stated) | -4.6%
CC1CN(CCC(=O)Nc2ccccc2F)CC(C)O1 (configuration not stated) | -3.3%
COc1ccccc1OCCNC(=O)CN1C(=O)NC2(CCCCC2)C1=O | 2.5%
Fc1ccc2c(c1)C1OCCCC1C(c1ccccc1)N2 (configuration not stated) | -0.5%
CCOc1ccc(CCNC(=O)CCC(=O)N2CCOc3ccccc32)cc1OCC | 6.4%

The closing 7 compounds of the section above lead into the next:
Compound | L3MBTL1 inh
Cc1c(OCC(=O)NC(Cc2ccc(Cl)cc2)C(=O)O)ccc2c3c(c(=O)oc12)CCC3 (configuration not stated) | -1.7%
O=C(Nc1nc2ccccc2n1CCN1CCOCC1)c1ccccc1 | -5.2%
CC1CCCN(S(=O)(=O)c2cccc([N+](=O)[O-])c2)C1 (configuration not stated) | -4.6%
CC1CN(CCC(=O)Nc2ccccc2F)CC(C)O1 (configuration not stated) | -3.3%
COc1ccccc1OCCNC(=O)CN1C(=O)NC2(CCCCC2)C1=O | 2.5%
Fc1ccc2c(c1)C1OCCCC1C(c1ccccc1)N2 (configuration not stated) | -0.5%
CCOc1ccc(CCNC(=O)CCC(=O)N2CCOc3ccccc32)cc1OCC | 6.4%
C=CC[C@H](CC(=O)OC(C)(C)C)C(=O)OC[C@@H]1CCCN1C(=O)[C@@H](CC=C)CC(=O)N[C@H](CO)Cc1ccccc1 | -1.7%
COc1ccc(Br)cc1CN(C)C(=O)C1CC(=O)N(C2CCCC2)C1 (configuration not stated) | 1.7%
O=C(NCc1ccccc1CN1CCCCC1)c1ccc(Cl)cc1N1CCCC1=O | 2.3%
CCOc1ccc(OCCC(=O)OCC(=O)NCc2ccc(Cl)cc2)cc1 | -5.9%
COCc1c(C(=O)OCC(=O)NCCc2ccc(S(N)(=O)=O)cc2)oc2ccccc12 | 4.0%
C[C@@H]1CN([C@@H](C)CO)C(=O)c2cc(NS(=O)(=O)c3ccc(Cl)cc3)ccc2O[C@H]1CN(C)Cc1ccncc1 | -1.0%
Cc1noc(C)c1COc1ccc(C(=O)NCCc2ccc(S(N)(=O)=O)cc2)cc1 | -0.6%
O=C1NC[C@H](c2ccccc2)OC(=O)[C@H](Cc2ccc(F)cc2)CC/C=C/C[C@@H]1CC(=O)N(CCO)Cc1ccccc1 | -8.6%
CNC(=O)CC(CC(=O)c1ccccc1)c1ccccc1 (configuration not stated) | 1.6%
COc1ccccc1NC(=O)CCNC(=O)c1ccc(C)cc1 | -3.0%
CC(C)Cc1nnc(NC(=O)CCc2ccccc2)s1 | 4.3%
O=C(C1CCC1)N1CCN(S(=O)(=O)c2cc(F)ccc2F)CC1 | 10.3%
COc1ccc(CCC(=O)Nc2cccc(S(=O)(=O)N3CCCC3)c2)cc1OC | 8.0%
CC1CN(C(C)C(=O)NNC(=O)c2ccc(F)cc2)CC(C)O1 (configuration not stated) | 2.0%
CC(Sc1nnc2n1CCCCC2)C(=O)Nc1cccc(S(=O)(=O)N2CCOCC2)c1 (configuration not stated) | -3.8%
O=C(NCC1CCCN1S(=O)(=O)c1cccs1)c1ccccc1 (configuration not stated) | -3.3%
Cc1ccc(Cn2c(C)c3cnn(CC(=O)NC4CCCC4)c(=O)c3c2C)cc1 | 12.3%
CCOc1ccccc1NC(=O)CSc1nc(=O)n(CCCN2CCOCC2)c2c1CCC2 | -8.3%
COc1cc(-c2noc(C)c2C(=O)NCc2ccc3c(c2)OCO3)cc(OC)c1OC | 2.2%
O=C(O)c1cccc(NC(=O)c2ccc(CN3C(=O)c4ccccc4C3=O)cc2)c1 | -2.6%
Cc1ccccc1-c1nc(C(=O)NCC2CCCO2)cc2c1[nH]c1ccccc12 (configuration not stated) | 2.3%
O=C(CCN1C(=O)C2CC=CCC2C1=O)Nc1cccc(S(=O)(=O)N2CCCCC2)c1 (configuration not stated) | -4.2%
COc1ccccc1C(=O)NC1CC2CCC(C1)N2Cc1ccccc1 (configuration not stated) | -4.3%
CCOc1ccc(C(=O)CCC(=O)Nc2cc(C)ccn2)cc1 | -7.1%
Cn1c(=NC(=O)CS(=O)(=O)c2ccccc2)sc2cc([N+](=O)[O-])ccc21 | 4.8%
Cc1cc(O)cc(=O)n1CCc1ccccc1 | 13.5%
CC(c1nc2ccccc2c(=O)[nH]1)N1CCCN(S(=O)(=O)c2ccc(F)cc2)CC1 (configuration not stated) | -2.3%
CC(Sc1nnc(Cc2cccs2)n1C)C(=O)Nc1ccc(C(N)=O)cc1 (configuration not stated) | -9.6%
COc1ccccc1N(C)C(=O)c1cc(S(=O)(=O)N2CCCC2)cn1C | -6.0%
COc1cccc(CN2CCCC(N3CCc4ccccc4C3)C2)c1O (configuration not stated) | -0.6%
NC(=O)C1CCN(C(=O)CCC(=O)N2CCOc3ccc(Cl)cc32)CC1 | 7.5%
CCCc1ccc2oc(C(=O)N(C)CCn3ccnc3C)c(C)c2c1 | -0.1%
Cc1ccc(-c2nn(-c3ccccc3)cc2C(=O)NCC2CCCO2)cc1 (configuration not stated) | -6.2%
Cc1cc(C(=O)Cn2cnc3ccccc3c2=O)c(C)n1C1CC1 | -4.9%
O=C(CN1C(=O)c2ccccc2C1=O)OCC(=O)N1CCCCC1 | 2.9%
OCC[C@H]1C[C@H](O)[C@@H](O)[C@]2(Cc3ccccc3CO2)O1 | 4.4%
CCc1c2ccccc2nn1-c1ccccc1C(=O)C(C)=O | -11.8%
O=C(Nc1ccc(CN2CCOCC2)cc1)c1ccc(Cl)cc1 | 3.8%
CC(C)(C)NC(=S)N1CCC(C(=O)c2ccc(Cl)cc2)CC1 | 1.9%
COc1ccc(CNC(=O)C2CC(C)=C(C)CC2C(=O)O)cc1OC (configuration not stated) | 1.0%
Cc1nn(Cc2ccccc2)c(C)c1C(=O)N1CCN(CC(=O)Nc2ccccc2Cl)CC1 | 4.6%
COc1ccc(C(=O)Nc2ccccc2C(=O)Nc2cc(C)ccn2)cc1 | -4.0%[2.29 µM]
COc1ccc(NS(=O)(=O)c2cccc(C(=O)NNC(=O)c3ccccc3OC)c2)cc1 | -4.2%
COc1cc(C(=O)NCC(=O)N2CC=C(c3ccccc3)CC2)cc(OC)c1OC | 7.3%
CC(C)C(NC(=O)c1ccc(C(C)(C)C)cc1)C(=O)NCc1ccccn1 (configuration not stated) | 8.7%
Cn1c(=O)n(C)c2cc(NC(=O)CCc3ccccc3)c(Br)cc21 | -5.8%
COc1ccc([C@H]2CC(=O)C=C(c3ccc4c(c3)OCCO4)C2)cc1 | -8.8%
COc1cccc(NC(=O)c2ccccc2OCc2c(C)noc2C)c1 | -4.5%
Cc1ccc(CNc2ccc(N3CCN(C)CC3=O)cc2)cc1 | 35.3%[activator]
CC[C@H](CO)Oc1cc(NCc2ccc(Cl)c(Cl)c2)c2ncn(C(C)C)c2c1 | -26.6%

Additional results.
Compound | L3MBTL1 inh
CC(C(=O)Nc1ccc(C(N)=O)cc1)N1C(=O)c2ccccc2S1(=O)=O (configuration not stated) | 2.8%
O=C(/C=C/c1cccc(Br)c1)OCC(=O)N1CCN(c2ccccc2)CC1 | -3.5%
COc1ccc(/C(O)=C2/C(=O)C(=O)N(CCCN3CCOCC3)C2c2ccc(C)cc2)cc1 (configuration not stated) | 10.2%
CN(Cc1ccco1)C(=O)CSc1nn2c(=O)c(C(C)(C)C)nnc2s1 | -8.1%
Cc1ccc(S(=O)(=O)Nc2ccc3c(c2)C(=O)N([C@H](C)CO)C[C@H](C)[C@@H](CN(C)C(=O)Nc2ccc4c(c2)OCO4)O3)cc1 | -6.7%
CCN(CC)S(=O)(=O)c1cc(NC(=O)COC(=O)C2CCC2)ccc1C | 1.6%
Cc1cc(=O)oc2cc(OCC(=O)N3CCCC3)ccc12 | 8.6%
Cc1cc(C(=O)OC(C)C(=O)NC2CCCCC2C)c(C)o1 (configuration not stated) | 2.8%
CCOC(=O)c1ccc(-c2ccc3c(=O)c4ccccc4n(C)c3c2)cc1F | -0.9%
O=C(OCC(=O)N1CCCC1=O)C1CCN(S(=O)(=O)c2ccc(Cl)c(C(F)(F)F)c2)CC1 | 3.0%
O=C(c1ccccc1[N+](=O)[O-])N1CCN(c2ccc(N3CCOCC3)nn2)CC1 | -5.9%
O=C(NCCc1ccc2c(c1)OCCO2)c1cccc(S(=O)(=O)N2CCCC2)c1 | 2.9%
COc1ccc(-c2sc3ccccc3c2/C=C/c2ccc(OC)c(OC)c2)cc1 | 13.8%
Cc1cc(=O)[nH]c(Nc2ccc(N(C)C)cc2)n1 | -4.7%
Cc1ccc(CN2CC(C(=O)N3CCN(S(=O)(=O)c4ccc(C(C)C)cc4)CC3)CC2=O)cc1 (configuration not stated) | 3.8%
O=C(OCc1ccccn1)C1CCN(C(=O)c2ccc(Cl)cc2)CC1 | -5.1%
CCN1C(=O)[C@H]2[C@@H](c3ccc(C)cc3)N3C(=O)N(c4cccc(Cl)c4)C(=O)[C@@]3(CC(C)C)[C@H]2C1=O | 2.6%
O=C(NNC(=O)C1CCN(S(=O)(=O)c2ccc(Cl)cc2)CC1)c1ccccc1O | -6.5%
Cc1ccc(-c2csc(N3CCC[C@@H]3C(=O)NCCn3c(C(F)(F)F)nc4ccccc43)n2)cc1 | -5.9%
CCN(CC(=O)NCc1cccs1)C(=O)COc1ccc(C(N)=O)cc1 | 0.5%
Cc1ccc(NC(=O)COC(=O)c2cccc(C)c2[N+](=O)[O-])cc1S(=O)(=O)N1CCCCC1 | -0.3%
Cc1cccc2c(SCC(N)=O)nc(-c3ccccc3)nc12 | 1.6%
COc1ccc(NS(=O)(=O)c2cccc(C(=O)NCC(c3ccco3)N(C)C)c2)cc1 (configuration not stated) | 1.5%
Cc1cc(C)c(NC(=O)CNC(=O)Cc2ccc(S(=O)(=O)N3CCOCC3)s2)c(C)c1 | -4.3%
O=C(COC(=O)c1ccncc1)Nc1cc(S(=O)(=O)N2CCOCC2)ccc1Cl | 2.8%
O=C(Cn1cnc2c(OCc3ccccc3)ncnc21)NCC1CCCO1 (configuration not stated) | 4.9%
O=C(/C=C/NCc1cccnc1)c1ccc(-c2ccccc2)cc1 | -8.8%
COc1ccc(C(=O)OCC(=O)Nc2ccc3[nH]c(=O)[nH]c3c2)cc1 | -7.1%
O=C(COC(=O)CCOc1ccccc1)NCCc1ccccc1 | 5.7%
CCOc1ccc(C(=O)OCC(=O)Nc2cccnc2Cl)cc1OCC | -0.4%
COCCCN(C(=O)CSCc1ccc(C)cc1)c1c(N)n(Cc2ccccc2)c(=O)[nH]c1=O | 8.0%
COc1ccc2oc(=N)c(C(=O)NCc3ccccc3)cc2c1 | 5.7%
COc1ccccc1N1CCN(C(=O)c2ccc(Br)o2)CC1 | -1.7%
COc1ccc([C@H]2CC(=O)C=C(c3ccccc3)C2)cc1OC | -1.1%
Cc1nnc2n1N=C(c1ccc(F)cc1F)CS2 | 1.0%
COc1cc(OC)cc(C(=O)NCC(=O)N2CCN(S(=O)(=O)c3ccccc3F)CC2)c1 | -3.2%
O=C(COC(=O)C12CC3CC(CC(Cl)(C3)C1)C2)N1CCCCC1 | 38.0%[activator]
CCC(C)c1ccccc1NC(=O)c1cccc(-n2cnnn2)c1 (configuration not stated) | 2.6%
N#Cc1ccc(S(=O)(=O)N2CCN(C(=O)[C@@H]3CCCN3C(=O)c3cccs3)CC2)cc1 | 5.3%
COc1cc(C(=O)NCC2CCCO2)ccc1OCc1ccc(Cl)cc1 (configuration not stated) | -1.1%
CCC(=C/c1sc2ccc3ccccc3c2[n+]1C)/C=C1\Sc2ccc3ccccc3c2N1C | -13.3%
O=S1(=O)CCOCCCN1Cc1ccc(Cl)cc1 | 3.6%
CC1CCCC(NC(=O)c2cc(S(=O)(=O)N3CCCCC3)ccc2Cl)C1C (configuration not stated) | 4.5%
COC(=O)[C@]1(C)N[C@H](CN(C)S(=O)(=O)c2ccc(F)cc2)[C@@H]2C(=O)N(C)C(=O)[C@@H]21 | 13.2%
CN(C)c1cccc(C(=O)OCC(=O)c2ccc[nH]2)c1 | -16.7%
CC(=O)N1CCN(c2ccc(S(=O)(=O)N3CCCCC3)cc2[N+](=O)[O-])CC1 | -4.7%
COCCCNC(=O)Cc1ccc(S(=O)(=O)N2CCOCC2)s1 | 5.3%
O=c1oc(C2(O)CCCCC2)cc2ccccc12 | 11.0%
Cc1cc(=O)oc2ccc(OCc3ccccc3)cc12 | 61.3%[activator]
Cc1cc(NC(=O)CSCC(=O)OC(C)C(=O)c2cc(C)c(C)cc2C)no1 (configuration not stated) | 4.0%
CCN1C(=O)[C@H]2[C@@H](c3ccc(-c4ccc(OC)cc4)c(OC)c3)N[C@@](Cc3ccccc3)(C(=O)OC)[C@H]2C1=O | 1.8%
CCOc1ccccc1NC(=O)C1CCCCN1S(=O)(=O)c1ccccc1 (configuration not stated) | 1.9%

The list is partial. The share of hits here may be higher or lower than overall.
